Bioassay records deposited in PubChem BioAssay by several laboratories.
MazEF act = activators of E. coli MazEF toxin-antitoxin RNase; 350,000 compounds, 0.32% hits; activation, % at 20 µM; FAM/BHQ RNA-DNA oligo cleavage fluorescence, 5 h; in the data active = activation above about 50%
Target sequence (P0AE70 whole entry, looked up): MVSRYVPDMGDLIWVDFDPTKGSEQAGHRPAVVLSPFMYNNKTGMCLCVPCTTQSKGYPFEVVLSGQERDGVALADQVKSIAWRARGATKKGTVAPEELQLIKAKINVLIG
FadD28 binding = M. tuberculosis FadD28 bisubstrate binding inhibition. inhibition, % at 12.5 µM. 360,000 compounds, 0.22% hits. FadD28 bisubstrate probe binding, fluorescence polarization; in the data active = inhibition above about 8.5%, passing the limit was not always enough
Rv3671c inh = inhibits the M. tuberculosis serine protease Rv3671c; P9WHR9; AID 2606; inhibition, % at 5.96 µM; 320,000 compounds, 0.048% hits; in the data active = inhibition above about 38%;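 note: extracellular domain of Rv3671c used as enzyme; 0% = enzyme with DMSO and 100% = no enzyme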
PrPC surface inh = cell surface PrPC inhibition, primary TR-FRET screen | TR-FRET read-out | AID 720596 | 370,000 compounds, 0.43% hits | P04156 | inhibition, % at 13.8 µM; in the data active = inhibition above about 24%; note: 0% = median of the test wells and 100% = reference compound wells
FBA Mtb inh = inhibits M. tuberculosis FBA enzyme. 360,000 compounds, 2.3% hits. AID 588726. purified M. tuberculosis FBA, fluorescence read-out. inhibition, % at 1 µM; in the data active = inhibition above about 27%;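 note: 0% = vehicle and 100% = reference inhibitor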
Target sequence (P9WQA3 whole entry, looked up): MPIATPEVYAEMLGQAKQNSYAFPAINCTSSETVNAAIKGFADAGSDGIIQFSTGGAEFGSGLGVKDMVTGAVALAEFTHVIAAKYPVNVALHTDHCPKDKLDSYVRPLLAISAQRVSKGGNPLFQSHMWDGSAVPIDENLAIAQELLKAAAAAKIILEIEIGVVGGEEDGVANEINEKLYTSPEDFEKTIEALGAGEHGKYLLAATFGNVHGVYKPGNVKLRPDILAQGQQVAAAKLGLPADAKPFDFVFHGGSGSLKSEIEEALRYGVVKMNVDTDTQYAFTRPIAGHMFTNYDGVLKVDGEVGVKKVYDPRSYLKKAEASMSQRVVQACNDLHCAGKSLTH
BioA inh = inhibitors of Mycobacterium tuberculosis BioA enzyme. 360,000 compounds, 0.096% hits. AID 602481. purified M. tuberculosis BioA enzyme, plate reader. inhibition, % at 9.99 µM; in the data active = inhibition above about 40%
GDH-TPI inh = counter-screen for M. tuberculosis FBA inhibitors: GDH-TPI coupled enzymes | GDH-TPI coupled enzyme counterscreen, NADH absorbance | AID 588335 | inhibition, % at 4.8 µM | 360,000 compounds, 1.2% hits; in the data active = inhibition above about 30%;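 note: 0% = DMSO wells and 100% = wells lacking the enzyme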
UGM FP inh = blocks M. tuberculosis UGM enzyme. 320,000 compounds, 0.06% hits. inhibition, % at 10 µM. purified UGM, fluorescence polarization probe displacement. P9WIQ1; in the data active = inhibition above about 10%, passing the limit was not always enough
BoNT-F LC inh = blocks Botulinum neurotoxin F light chain protease; Multiplex microsphere protease cleavage assay, flow cytometry; inhibition, % at 10 µM; 360,000 compounds, 0.22% hits; in the data active = inhibition above about 35%, passing the limit was not always enough; note: plate controls were buffer without enzyme for full effect and enzyme alone for no effect
Starred values were filed as active, the others as inactive; . = not tested or not shown.

SMILES	MazEF act	FadD28 binding	Rv3671c inh	PrPC surface inh	FBA Mtb inh	BioA inh	GDH-TPI inh	UGM FP inh	BoNT-F LC inh
Cc1ccc(CN2CCN(Cc3nc4ccccc4nc3C)CC2CCO)cc1 (stereo not given)	-7	-0.9	2	-10	-3	2.2	11	-1.9	-4
Cc1cc(C)c(NC(=O)CSc2nc3ccncc3[nH]2)c(C)c1	1	-1.3	-2	7	3	0.6	-11	-1.6	4
Nc1c(Cl)cc(C2=NCCn3nc4cc(C(F)(F)F)ccc4c32)cc1Cl	-14	-1.6	-3	-4	5	-1.5	22	-3.1	-13
O=C(NCc1ccc2c(c1)OCO2)C(=S)N1CCOCC1	11	-3.2	-3	-5	6	-0.2	-8	0.0	0
CCCc1[nH]nc2c1C(c1ccc(O)cc1OCC)C(C#N)=C(N)O2 (stereo not given)	42	-0.7	-2	-1	3	2.4	6	-3.1	-11
O=Cc1cn(CCOc2ccc(F)cc2)c2ccccc12	7	-0.5	.	4	6	1.2	7	.	-14
C#CCOCCOCCOCCNc1nc(N2CCN(C(=O)[C@H]([C@@H](C)CC)n3cc([C@@H](N)Cc4ccc(O)cc4)nn3)CC2)nc(N2CCN(C(=O)[C@H](Cc3ccc(O)cc3)n3cc([C@@H](N)C(C)CC)nn3)CC2)n1 (stereo not given in full)	1	-2.5	1	-9	-1	0.1	0	0.7	-30
Cc1cc(CC(C)C)n(-c2nc3ccccc3c(=O)n2OCc2ccccc2)n1	-3	-1.8	-3	-5	-1	-3.4	21	-0.3	-6
Cc1ccc(C)c(NC(=S)NC(C)C(c2ccccc2)N2CCN(C)CC2)c1 (stereo not given)	2	-4.5	11	-1	2	.	12	2.3	1
Cc1n[nH]c(C)c1S(=O)(=O)Nc1ccc2c(c1)OCCO2	2	-1.5	13	2	0	-0.2	1	0.3	-4
[NH-]c1ncnc2c1N=C[N+]2=CC=CCO	5	-0.2	.	7	5	-3.5	7	-1.4	17
CN(C(=O)COC(=O)c1ccc2[nH]c3c(c2c1)CCCC3)C1CCS(=O)(=O)C1 (stereo not given)	2	0.4	-5	10	-2	-1.8	2	-1.6	-4
O=c1cc(N2CCCCC2)c(-c2ccccc2)nn1Cc1cccc(Cl)c1	-4	-2.2	-4	-4	1	-0.9	6	0.9	4
CCOC(=O)c1sc(NC(=O)CCCCCN2C(=O)c3cccc4cccc(c34)C2=O)nc1C	7	-4.5	.	1	-1	-1.4	10	.	-8
COc1ccc(C(C)NC(=O)Cc2ccc(Br)cc2)cc1 (stereo not given)	1	-0.4	-3	-1	0	.	-3	-1.2	-5
O=[N+]([O-])c1ccc(NC(=S)NCc2ccncc2)cc1	-19	-1.5	0	-16	-4	.	13	0.9	2
CCCNC(=O)C1(C)CCN(C(=O)COc2ccc(C(C)(C)C)cc2)C1 (stereo not given)	.	-0.5	.	1	0	-0.4	4	.	0
COc1ccc(NC(=O)CSc2ncnc3c2nnn3-c2ccc(F)cc2)c(OC)c1	-6	0.5	-2	5	0	.	-6	-1.2	1
O=C1NC[C@H](c2ccccc2)N(CCC23CC4CC(CC(C4)C2)C3)C1=O	1	-0.1	-2	0	-2	0.2	8	-1.6	-6
O=C(CNc1ccccc1)N/N=C/c1ccc([N+](=O)[O-])cc1	-6	0.2	6	-47	0	.	16	0.5	-6

Compound profiles (already shown). Values in the order: MazEF act | FadD28 binding | Rv3671c inh | PrPC surface inh | FBA Mtb inh | BioA inh | GDH-TPI inh | UGM FP inh | BoNT-F LC inh
Cc1ccc(C)c(NC(=S)NC(C)C(c2ccccc2)N2CCN(C)CC2)c1 (stereo not given) as listed: 2 | -4.5 | 11 | -1 | 2 | . | 12 | 2.3 | 1
O=C(CNc1ccccc1)N/N=C/c1ccc([N+](=O)[O-])cc1 as listed: -6 | 0.2 | 6 | -47 | 0 | . | 16 | 0.5 | -6

Later entries.
SMILES	MazEF act	FadD28 binding	Rv3671c inh	PrPC surface inh	FBA Mtb inh	BioA inh	GDH-TPI inh	UGM FP inh	BoNT-F LC inh
COc1cccc2c(=O)n(CC(=O)Nc3ccc(F)cc3F)ccc12	13	-0.2	-11	-1	3	-1.6	16	.	1
CCCc1cc(=O)[nH]c(SCC(=O)Nc2ccc3ccccc3c2)n1	-5	.	3	-4	-1	-0.8	-8	0.3	0
CN(Cc1ccccc1)S(=O)(=O)c1ccc(N2CCOCC2)nc1	5	-4.6	0	1	-3	-1.5	8	-2.3	3
COc1ccc(S(=O)(=O)N2CCN(C(=O)c3ccco3)CC2)cc1OC	5	-1.5	3	3	3	-0.9	4	1.7	-4
CC(Nc1ccc(Br)cn1)c1cc(Cl)ccc1O (stereo not given)	-1	-23	.	17	-1	-0.1	1	.	-8
Cc1cc(C)nc(NC(=O)c2ccc([N+](=O)[O-])c(C)c2)n1	11	-0.4	-11	-13	1	-0.7	2	-1.7	-9
CC(C)(C)NC(=O)CSc1nc2ccc(NC(=O)CSc3nnc(N)s3)cc2s1	-6	-2.6	-4	21	-2	.	3	1.8	-10
O=C(CSc1nc2ccccc2s1)Nc1ccc(N2CCOCC2)c(Cl)c1	1	0.5	-3	2	-1	.	-1	1.6	-5
N#C/C(=C\c1cccn1S(=O)(=O)c1cccc(C#N)c1)S(=O)(=O)c1ccc(F)cc1	.	-2.6	.	6	-2	-0.5	10	.	6
CCOC(=O)Cc1csc(N/C(=N/S(=O)(=O)c2ccc(F)cc2F)c2ccccc2)n1	5	-1.6	0	-3	-1	.	19	-1.3	-2
CCCc1nc2sc3c(c2c(=O)[nH]1)CCCC3	3	0.1	2	9	3	.	-3	-1.2	3

A few values from the entries so far.
COc1cccc2c(=O)n(CC(=O)Nc3ccc(F)cc3F)ccc12 | BoNT-F LC inh = 1
CCCc1cc(=O)[nH]c(SCC(=O)Nc2ccc3ccccc3c2)n1 | PrPC surface inh = -4
CN(Cc1ccccc1)S(=O)(=O)c1ccc(N2CCOCC2)nc1 | FadD28 binding = -4.6
Cc1cc(C)nc(NC(=O)c2ccc([N+](=O)[O-])c(C)c2)n1 | MazEF act = 11
N#C/C(=C\c1cccn1S(=O)(=O)c1cccc(C#N)c1)S(=O)(=O)c1ccc(F)cc1 | BoNT-F LC inh = 6
CCOC(=O)Cc1csc(N/C(=N/S(=O)(=O)c2ccc(F)cc2F)c2ccccc2)n1 | Rv3671c inh = 0
CC(C)(C)NC(=O)CSc1nc2ccc(NC(=O)CSc3nnc(N)s3)cc2s1 | Rv3671c inh = -4
